TPT1 inhibitor: C. albicans TPT1 enzyme inhibition. recombinant caTPT1, FP RNA substrate dephosphorylation. inhibition, % at 5 µM. hit rate 0.81% among 300,000. AID 1962;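 active = inhibition above the mean of all tested compounds plus 3 SD, set per screening campaign, cut at about 24% in these data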;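 note: plate controls were DMSO alone for no effect and ferristatin control at 100 nM for full effect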
procasp7 counter: activates human procaspase-7, counter-screen for procaspase-3 activators; P55210; recombinant procaspase-7, Ac-DEVD-pNA absorbance 405 nm; D23A/D198A/D206A triple mutant, cannot self-cleave; scale: DMSO 0, 5 µM enzyme 100; activation, % at 8.5 µM; hit rate 0.093% among 330,000;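 active = percent activation above the screen-wide mean plus 3 SD, cut at about 25% in these data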
Target sequence (P55210 whole entry D23A/D198A/D206A): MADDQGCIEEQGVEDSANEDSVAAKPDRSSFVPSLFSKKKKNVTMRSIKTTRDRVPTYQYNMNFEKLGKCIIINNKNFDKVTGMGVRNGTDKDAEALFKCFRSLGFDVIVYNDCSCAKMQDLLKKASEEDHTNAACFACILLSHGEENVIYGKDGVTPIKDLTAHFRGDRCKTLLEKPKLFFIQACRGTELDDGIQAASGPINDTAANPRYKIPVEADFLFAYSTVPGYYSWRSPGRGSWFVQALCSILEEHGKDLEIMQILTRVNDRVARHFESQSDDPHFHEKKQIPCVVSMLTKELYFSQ
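Assay system – Uncleavable procaspase-7 mutant enzyme · Quantity – 2 µM procaspase-7 mutant as dispensed · Times – 1 h preincubation, 2 h reaction · Dosing – single nominal 8.5 µM compound dose, 0.8% DMSO final · Buffer or medium – Zinc-free 50 mM HEPES buffer, pH 7.4, with NaCl and Triton X-100 · Detection – Epi-absorbance of released pNA at 405 nm, two timepoints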
PP1 inh: blocks human PP1-alpha phosphatase, a PP5 counter-screen. P62136. purified PP1alpha, OMFP fluorescence. inhibition, % at 6.7 µM. hit rate 0.9% among 320,000. AID 2235;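 active = inhibition above the mean inhibition of all tested compounds plus 3 SD, computed separately for each screening campaign, cut at about 15% in these data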
PP5 inh: blocks human protein phosphatase 5 activity; P53041; purified PP5c, OMFP substrate fluorescence; inhibition, % at 6.7 µM; hit rate 0.18% among 320,000;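 active = inhibition above the campaign's mean inhibition across all tested compounds plus 3 SD, cut at about 9.5% in these data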;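 note: 0% = DMSO only and 100% = 100 µM cantharidin control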
Target sequence (P53041 whole entry, looked up): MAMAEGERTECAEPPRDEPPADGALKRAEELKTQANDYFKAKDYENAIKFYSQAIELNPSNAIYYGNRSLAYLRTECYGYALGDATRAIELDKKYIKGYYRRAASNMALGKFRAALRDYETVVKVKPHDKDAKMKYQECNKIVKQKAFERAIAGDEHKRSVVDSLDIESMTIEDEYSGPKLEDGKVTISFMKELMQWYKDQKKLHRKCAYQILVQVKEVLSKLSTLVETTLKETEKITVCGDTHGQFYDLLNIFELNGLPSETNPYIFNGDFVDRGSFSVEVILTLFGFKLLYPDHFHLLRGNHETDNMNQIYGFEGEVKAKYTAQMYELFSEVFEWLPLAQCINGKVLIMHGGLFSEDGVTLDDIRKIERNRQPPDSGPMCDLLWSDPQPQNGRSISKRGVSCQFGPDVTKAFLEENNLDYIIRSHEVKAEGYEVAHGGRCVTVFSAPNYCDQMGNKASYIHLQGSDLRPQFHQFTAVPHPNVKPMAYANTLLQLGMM
HCV core dimer: HCV core protein dimerization inhibition; TR-FRET GST/Flag-core106 dimerization, 1536-well; hit rate 0.33% among 300,000; inhibition, % at 5 µM;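 active = inhibition above the mean of all tested compounds plus 3 SD, set per screening campaign, cut at about 45% in these data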
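Assay system – GST-tagged and Flag-tagged HCV core protein residues 1-106 · Quantity – core106 proteins, GST 13.5 nM and Flag 17 nM · Benchmarks – unlabelled core106 and no-GST-core106 wells · Read-out basis – percent inhibition of core106 dimerization signal · Detection – time-resolved FRET, ex 340 nm, em 617 and 671 nm · Schedule – 4 h at 22.5 °C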
PAFAH2 inh: inhibitors of human PAFAH2. hit rate 0.99% among 340,000. recombinant PAFAH2, FP-rhodamine activity probe, fluorescence polarization. inhibition, % at 3.39 µM;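 active = inhibition above the mean over all tested compounds plus 3 SD, cut at about 30% in these data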;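 note: inhibitors block probe labeling of enzyme so polarization drops; 0% = enzyme with DMSO and 100% = wells lacking PAFAH2 protein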
Fh CTSL1 inh: counter-screen for PFM18AAP inhibitors: inhibitors of F. hepatica cathepsin L1; recombinant F. hepatica cathepsin L1, Z-Leu-Arg-MCA fluorescence; inhibition, % at 5.96 µM; hit rate 0.49% among 300,000;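 active = inhibition above the mean of all tested compounds plus 3 SD, set per screening campaign, cut at about 17% in these data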;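 note: 0% = plate median of test compound wells and 100% = 1 µM Z-Phe-Ala-diazomethylketone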
AHR act: activators of human aryl hydrocarbon receptor. AHR-responsive luciferase reporter cells, luminescence. activation, % at 5 µM. hit rate 2.5% among 320,000. AID 2796; in the data active = activation above about 47%;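 note: 0% = vehicle wells and 100% = reference agonist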
procasp3 activ: activates human procaspase-3. activation, % at 8.5 µM. AID 463141. hit rate 0.11% among 330,000. recombinant procaspase-3 D3A, Ac-DEVD-pNA absorbance 405 nm. P42574;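 active = activation above the mean of all tested compounds plus 3 SD, cut at about 21% in these data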;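 note: 0% = DMSO alone and 100% = DMSO wells spiked with extra 5 µM PC-3 D3A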
Target sequence (P42574 whole entry D9A/D28A/D175A): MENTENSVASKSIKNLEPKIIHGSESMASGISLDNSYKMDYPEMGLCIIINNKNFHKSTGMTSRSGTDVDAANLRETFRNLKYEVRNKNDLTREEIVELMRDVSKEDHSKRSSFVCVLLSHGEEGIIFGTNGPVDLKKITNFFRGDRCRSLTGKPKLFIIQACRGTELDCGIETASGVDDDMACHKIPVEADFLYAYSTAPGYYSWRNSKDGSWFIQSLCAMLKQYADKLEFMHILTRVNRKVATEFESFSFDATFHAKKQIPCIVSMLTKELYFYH
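Evaluation: percent activation relative to control range; Material: Procaspase-3 D3A mutant, all three cleavage aspartates alanine; Compound: single dose, 8.5 µM nominal compound, 0.8% DMSO; Replication: one well per compound; Signal: absorbance at 405 nm, 0 and 120 min; Schedule: 1 h preincubation plus 2 h reaction at 25 °C.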
The depositor's hits bear a star; . = not tested or not shown.

SMILES | TPT1 inhibitor | procasp7 counter | PP1 inh | PP5 inh | HCV core dimer | PAFAH2 inh | Fh CTSL1 inh | AHR act | procasp3 activ
COc1cc(NC(=O)CSc2nc(C)c(C)c(C)n2)cc(OC)c1 | -1 | 2 | 0 | 0.0 | 0 | -3 | 0 | 1 | -16
COc1ccc(N(C)C(=O)CC2(CC(=O)O)CCCCC2)cc1 | -2 | 5 | -2 | 0.3 | -2 | 7 | -5 | 1 | -4
COc1cccc(C(=O)Nc2ccc(NC(C)=O)cc2)c1 | 1 | 6 | -5 | 0.1 | 2 | -2 | 2 | 0 | 2
O=C(c1cccc(S(=O)(=O)Nc2ccc(Br)cc2)c1)N1CCC1 | -4 | 5 | -7 | 0.0 | -12 | 5 | 4 | 8 | -3
CCC(=O)N1CCc2cc(S(=O)(=O)N3CCN(c4ccccc4)CC3)ccc21 | 3 | -5 | -2 | 1.0 | -10 | 4 | -11 | -1 | 6
Cc1coc2c(C)c3oc(=O)c(CCC(=O)NCCCN4CCOCC4)c(C)c3cc12 | 2 | 11 | -4 | 0.4 | 4 | -1 | 2 | 0 | 3
O=C(NC(=S)Nc1ccc(S(=O)(=O)N2CCCC2)cc1)C1CCC1 | -1 | -1 | -3 | 0.6 | 3 | 7 | -8 | 2 | -3
CCOC(=O)c1sc(NCc2ccco2)c(-c2nc3ccccc3s2)c1N | 26* | 1 | 3 | 1.6 | 18 | -4 | 5 | 62* | 4
CCN(CC)S(=O)(=O)c1ccc(OC)c(NC(=O)CSCc2c(C)noc2C)c1 | . | -3 | . | . | . | 2 | . | -1 | 5
CC1CCCCN1S(=O)(=O)c1ccc(C(=O)Nc2nnc(-c3ccccc3Cl)o2)cc1 (configuration not stated) | -1 | 0 | 10 | 1.8 | 9 | -4 | 3 | -1 | 7
CCOCCn1c(C(C)O)nc2ccccc21 (configuration not stated) | 0 | 0 | -5 | -1.9 | 1 | -4 | 2 | 0 | -9
Cc1ccc(S(=O)(=O)N2CCCC2C(=O)NCCc2nc3ccccc3[nH]2)cc1 (configuration not stated) | -6 | 3 | -2 | 0.3 | -3 | 4 | 0 | -1 | 0
O=C(N[C@@H](Cc1ccccc1)C(=O)NC1CC1)c1ccc(Cl)cc1 | 0 | -10 | 0 | 0.7 | 11 | 4 | 3 | 0 | -7
COc1ccccc1-c1ccc2nnc(SC)n2n1 | 1 | 1 | -4 | -0.1 | -5 | -3 | 4 | 4 | 5
COCCn1c(SCC(=O)Nc2nnc(C)s2)nnc1-c1ccco1 | -1 | -4 | 0 | 0.5 | -2 | 1 | -4 | 1 | 0
O=C(Nc1ccon1)c1cccc(S(=O)(=O)N2CCCCCC2)c1 | -3 | 0 | -2 | -0.4 | -1 | 13 | 0 | 13 | 3
C=CCC1=C/C(=C\c2c(N)n3nc(CC(=O)N4CCOCC4)sc3nc2=O)C=C(OC)C1=O | 37* | -7 | -7 | -5.8 | 21 | 14 | 5 | -1 | 1
O=C(NCCc1ccc(Cl)cc1)C1CCN(S(=O)(=O)N2CCCC2)CC1 | -4 | 4 | 1 | 4.1 | -13 | 0 | 2 | -3 | -1
NS(=O)(=O)c1cccc(NC(=O)CCC(=O)c2cccs2)c1 | -1 | -1 | 0 | 0.8 | -1 | 2 | 1 | 0 | 4
CCOC(=O)N1CCN(S(=O)(=O)N2CCCC(C(=O)NCc3ccc(F)cc3)C2)CC1 (configuration not stated) | -2 | 5 | -2 | -1.5 | -3 | 5 | -1 | -1 | 1
CC(C)(C)NC(=O)C(c1cccs1)N(Cc1cccs1)C(=O)c1ccc(CN2CCOCC2)o1 (configuration not stated) | -6 | 3 | -7 | -1.6 | 2 | . | -4 | 6 | -7
CN(C)C(=O)c1ccc(NC(=O)CC2SC(N3CCCC3)=NC2=O)cc1 (configuration not stated) | 1 | -4 | 0 | 2.8 | -2 | 0 | 1 | 2 | 0
O=C1OCC2=C1C(c1ccc(F)cc1)CC(=O)N2c1ccccc1 (configuration not stated) | 5 | -2 | -6 | -0.3 | -1 | -4 | 0 | -3 | -3
Cc1ccc(C)c(NC(=O)Cn2nc(C(F)(F)F)cc2C2CC2)c1 | -1 | 5 | -4 | 4.4 | 1 | -6 | 0 | 5 | -2
COc1cc2c(cc1OC)C(C(=O)O)C(c1cc(Br)c(O)c(OC)c1)N(C)C2=O (configuration not stated) | -1 | -1 | -4 | 1.7 | -10 | 6 | 3 | 2 | -5

Part of the list above, reduced to procasp3 activ and Fh CTSL1 inh:
compound	procasp3 activ	Fh CTSL1 inh
CC1CCCCN1S(=O)(=O)c1ccc(C(=O)Nc2nnc(-c3ccccc3Cl)o2)cc1 (configuration not stated)	7	3
CCOCCn1c(C(C)O)nc2ccccc21 (configuration not stated)	-9	2
Cc1ccc(S(=O)(=O)N2CCCC2C(=O)NCCc2nc3ccccc3[nH]2)cc1 (configuration not stated)	0	0
O=C(N[C@@H](Cc1ccccc1)C(=O)NC1CC1)c1ccc(Cl)cc1	-7	3
COc1ccccc1-c1ccc2nnc(SC)n2n1	5	4
COCCn1c(SCC(=O)Nc2nnc(C)s2)nnc1-c1ccco1	0	-4

More entries
SMILES | TPT1 inhibitor | procasp7 counter | PP1 inh | PP5 inh | HCV core dimer | PAFAH2 inh | Fh CTSL1 inh | AHR act | procasp3 activ
CCOc1ccc2c(c1)nc(NCCCO)n2Cc1ccccc1 | -1 | 1 | 1 | -3.1 | -3 | 0 | -6 | 13 | 3
OC(COCc1ccccc1F)CN1CCCCC1 (configuration not stated) | -3 | 8 | -1 | -1.4 | -5 | 0 | 4 | -1 | 1
Cc1cc(C)n2c(SC/C(O)=C(\C#N)c3nc4ccccc4[nH]3)nnc2n1 | 22 | 1 | 11 | 2.5 | 75* | 9 | 1 | 8 | 2
Cc1cc(Cl)ccc1OCCn1cncn1 | -4 | 0 | 0 | 2.2 | 1 | 2 | -2 | 25 | -6
Cc1ccc(OCCn2cnc3cc([N+](=O)[O-])ccc3c2=O)cc1 | 8 | 9 | 0 | -0.1 | 0 | -4 | -2 | 4 | 4
COc1ccc(-n2nc([N+](=O)[O-])c(=NCCc3ccc(OC)c(OC)c3)n2O)cc1 | 1 | 2 | -3 | 1.3 | -2 | -4 | -1 | 34 | 1
CCN(CC)S(=O)(=O)c1ccc(N2CCCC2)c(C(=O)OCC(=O)Nc2cc(C)on2)c1 | 0 | 8 | -5 | -0.9 | 6 | 4 | -1 | 1 | -2
O=C(Cn1c(=O)n(CC(=O)NCc2ccccc2)c2ccccc21)NCc1ccccc1 | -1 | 7 | -1 | 0.8 | 3 | 0 | -4 | 0 | 4
Nn1c(=O)[nH]c2c([nH]c3ccccc32)c1=O | -1 | 8 | -5 | -0.8 | 0 | 8 | -2 | 16 | 4
CN(C(=O)c1ccc(Cl)c([N+](=O)[O-])c1)C1(C)CCS(=O)(=O)C1 (configuration not stated) | -2 | 18 | -4 | -2.8 | -4 | 1 | -3 | -1 | -15
O=C(Nc1cccn2ncnc12)c1ccc(Cl)cc1 | 2 | 3 | -4 | 1.1 | -3 | 4 | -2 | 23 | -3
CCOC(=O)Cc1cc(=O)n2[nH]cc(-c3cccc(Br)c3)c2n1 | 1 | 11 | 5 | -0.2 | 6 | 31* | 5 | 2 | -9
Cc1cc(C)n(CCCO)c(=O)c1C#N | 2 | 0 | -4 | -2.6 | -4 | 6 | 1 | -1 | -2
COC(=O)CN1C(=O)[C@H]2[C@@H](/C=C/c3ccccc3)N3C(=O)CN(Cc4ccccc4)C(=O)[C@@]3(Cc3ccccc3)[C@H]2C1=O | -1 | 4 | -5 | -0.4 | 3 | -10 | -1 | -1 | 8
CCOc1ccccc1NC(=S)NNS(=O)(=O)c1c(C)cc(C)cc1C | -2 | -1 | 3 | 2.8 | 1 | 3 | 0 | 5 | 0
CN(C#N)c1nc(Cl)nc(Nc2cccc(Cl)c2)n1 | -1 | 6 | 0 | -1.7 | -1 | 5 | 0 | 33 | 0
Brc1ccc(-n2cccc2/C=N/n2cnnc2)cc1 | 1 | -3 | 8 | 1.1 | 13 | -2 | 1 | 14 | 2
Cc1c(Cl)cccc1NC(=O)CNc1cccc(C(F)(F)F)c1 | 1 | 2 | 2 | 0.3 | 2 | -5 | 1 | 1 | 2
O=C(CSc1nc(-c2ccccc2)nc2ccccc12)Nc1nccs1 | 1 | -5 | -1 | -0.8 | 13 | 0 | 9 | 46 | -2
CN(C)S(=O)(=O)c1ccc2nc(NC(=O)c3cccnc3)sc2c1 | 7 | -7 | 6 | -3.4 | 34 | -15 | 3 | 20 | -9
CCOc1ccc(Cc2nc(-c3nonc3N)no2)cc1OCC | 2 | 8 | 0 | 1.6 | 4 | 7 | -1 | 12 | 2
COc1cccc(CNC(=O)C2CCCN(S(C)(=O)=O)C2)c1 (configuration not stated) | 2 | -6 | -2 | -0.8 | 0 | 7 | 1 | 0 | 5
CC(C)CC(=O)Nc1ccnn1C1CCN(C(=O)c2ccc(F)cc2Cl)CC1 | 0 | 4 | -2 | 0.4 | -3 | 4 | 1 | 1 | 4
Cc1ccc(-c2cn(CCC(=O)O)c(-c3ccc(Cl)nc3)n2)cc1 | -2 | 2 | 1 | 0.5 | 1 | -1 | -5 | -2 | 0
Cc1ccc(S(=O)(=O)N2CCCC2C(=O)NCc2ccccc2Cl)cc1 (configuration not stated) | 2 | -6 | -11 | 2.9 | 0 | -1 | -7 | 0 | 2

With a hit mark in PAFAH2 inh (from the list above):
Compound,TPT1 inhibitor,PP5 inh,HCV core dimer,PAFAH2 inh,AHR act,procasp3 activ
CCOC(=O)Cc1cc(=O)n2[nH]cc(-c3cccc(Br)c3)c2n1,1,-0.2,6,31*,2,-9

More results.
SMILES | TPT1 inhibitor | procasp7 counter | PP1 inh | PP5 inh | HCV core dimer | PAFAH2 inh | Fh CTSL1 inh | AHR act | procasp3 activ
O=C1NCC(O)=C1C=Nc1ccccc1O | -1 | -7 | -2 | 0.9 | -1 | -3 | 9 | 20 | -8
Cc1cccc(C)c1NC(=O)CNC(=O)c1ccc2nc[nH]c2c1 | 1 | 11 | -5 | -1.7 | -5 | 3 | 2 | 3 | -5
Cc1ccc(C(=O)c2coc3c2C(=O)C(=O)c2ccccc2-3)cc1 | 2 | -19 | 6 | 3.3 | 7 | 0 | -1 | 50* | -9
COc1cccc(CNc2cc(CSc3ccc(Cl)cc3)nc(C)n2)c1 | 1 | 9 | 5 | 5.9 | 11 | -1 | -1 | 14 | 11
CCN(CC)C(=O)c1[nH]cnc1C(=O)N[C@@H](Cc1ccccc1)C(=O)OCc1ccccc1 | -3 | 2 | -1 | 2.0 | 5 | 4 | 5 | 0 | 13
CCO[C@H]1OC(C(=O)N2CCN(Cc3ccccc3)CC2)=C[C@@H](c2ccc(C(F)(F)F)cc2)[C@@H]1CCCO | 1 | 7 | 4 | 2.2 | 0 | -1 | 3 | 23 | 9
CCc1nnc(NC(=O)c2cc3ccccc3oc2=O)s1 | -1 | 5 | -2 | 0.7 | -1 | -13 | 2 | -11 | -6
